Bioassay records: PubChem, several laboratories
LANA DNA inh – inhibitors of KSHV LANA C-terminal domain DNA binding. MBP-C-LANA/FAM-LBS DNA binding, fluorescence polarization. inhibition, % at 9 µM. hit rate 0.078% among 340,000;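 active = highest replicate inhibition at or above 60% at 9 µM, even if other replicates fall short; inactive = all replicates below 60% inhibition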;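 note: 0% = neutral control wells and 100% = 4 µM acridine orange control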
OPRM1-OPRD1 ag – OPRM1-OPRD1 heterodimerization agonism; P35372+P41143; cells, luminescence; activation, % at 9.3 µM; hit rate 0.3% among 340,000; in the data active = activation above about 18%;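 note: 0% = vehicle-treated cells and 100% = reference agonist; values of inactives mirror those of a sister screen read the other way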
HTR5A inv ag – HTR5A inverse agonism, opioid heterodimer counter-screen; P47898; HTR5A cell line, luminescence; inhibition, % at 9.3 µM; hit rate 0.083% among 340,000; AID 504634; in the data active = inhibition mostly above about 23%, no sharp cut-off; inactive = mostly below about 18%;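 note: 0% = cells with DMSO and 100% = no-cell wells with DMSO; some compounds called inactive have numbers as strong as hits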
Target sequence (P47898 whole entry, looked up): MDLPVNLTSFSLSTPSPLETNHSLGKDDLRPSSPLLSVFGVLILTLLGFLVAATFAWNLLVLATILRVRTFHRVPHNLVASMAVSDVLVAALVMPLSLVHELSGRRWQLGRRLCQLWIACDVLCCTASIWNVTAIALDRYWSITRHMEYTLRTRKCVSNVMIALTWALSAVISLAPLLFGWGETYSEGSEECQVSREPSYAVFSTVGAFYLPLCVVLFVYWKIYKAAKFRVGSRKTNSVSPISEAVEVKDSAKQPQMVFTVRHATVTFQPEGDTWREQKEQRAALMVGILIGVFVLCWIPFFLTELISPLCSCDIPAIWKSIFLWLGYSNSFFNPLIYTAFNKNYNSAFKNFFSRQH
Keap1-Nrf2 PPI – disrupts human Keap1 binding to Nrf2 peptide; inhibition, % at 9.4 µM; hit rate 0.15% among 340,000; Keap1 Kelch-Nrf2 peptide fluorescence polarization, 1536-well; Q14145; in the data active = inhibition above about 12%;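 note: human Keap1 Kelch domain with fluorescein labeled Nrf2 9mer peptide probe; 0% = neutral control wells and 100% = peptide positive control; higher means more block of Keap1 binding to Nrf2 peptide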
Target sequence (Q14145 whole entry, looked up, the tested form may be a part): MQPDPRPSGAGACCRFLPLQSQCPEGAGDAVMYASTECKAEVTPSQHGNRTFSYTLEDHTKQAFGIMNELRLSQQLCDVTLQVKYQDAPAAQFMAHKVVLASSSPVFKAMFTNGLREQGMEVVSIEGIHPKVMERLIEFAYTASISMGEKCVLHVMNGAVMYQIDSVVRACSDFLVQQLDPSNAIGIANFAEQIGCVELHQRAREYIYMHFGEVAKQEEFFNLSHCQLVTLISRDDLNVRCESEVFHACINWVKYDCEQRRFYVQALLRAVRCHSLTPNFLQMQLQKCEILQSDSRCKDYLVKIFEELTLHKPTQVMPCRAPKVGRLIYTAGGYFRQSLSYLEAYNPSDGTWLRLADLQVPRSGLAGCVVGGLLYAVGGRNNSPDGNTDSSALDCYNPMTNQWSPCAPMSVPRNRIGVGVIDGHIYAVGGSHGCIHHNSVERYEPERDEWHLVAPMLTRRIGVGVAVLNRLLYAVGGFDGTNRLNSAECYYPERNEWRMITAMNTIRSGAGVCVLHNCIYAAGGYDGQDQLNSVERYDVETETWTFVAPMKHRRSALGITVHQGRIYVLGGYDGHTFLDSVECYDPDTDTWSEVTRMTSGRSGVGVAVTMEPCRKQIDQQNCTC
Cardiac RTF inh – cardiac RTF calcium desensitization; IANBD-labeled cardiac RTF, Ca2+ fluorescence; inhibition, % at 7.15 µM; hit rate 0.12% among 340,000; AID 493244;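 active = inhibition above the mean inhibition of all tested compounds plus 3 SD, cut at about 17% in these data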;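 note: assay run at fixed EC70 calcium of 1.6 mM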
CAL PDZ FP – CAL PDZ (human) peptide binding inhibition. purified CAL PDZ, TMR-peptide fluorescence polarization, 1 h. inhibition, % at 24.9 µM. hit rate 0.92% among 300,000. AID 602252;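 active = mean inhibition of at least 30% with at least half of replicates also reaching 30%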;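 note: 0% = DMSO neutral control and 100% = excess unlabeled competitor peptide PRC23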
OPRM1-OPRD1 inv – inverse agonists of human mu-delta opioid receptor heterodimerization; hit rate 0.21% among 340,000; cell-based MOR-DOR heterodimer luminescence, inverse agonism; inhibition, % at 9.3 µM; AID 504357; P35372+P41143; in the data active = inhibition above about 22%, passing the limit was not always enough;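 note: 0% = cells with DMSO and 100% = wells without cells with DMSO; values of inactives mirror those of a sister screen read the other way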
HTR5A ag ctr – HTR5A agonism, opioid heterodimer counter-screen. activation, % at 9.3 µM. HTR5A agonist assay, luminescence, cell-based. hit rate 0.61% among 340,000. AID 504692; in the data active = activation mostly above about 9.5%, no sharp cut-off; inactive = mostly below about 7.6%;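 note: 0% = cells with vehicle only and 100% = reference agonist; strong numbers were not always called active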
V-ATPase pH – yeast V-ATPase proton transport regulation by pHLuorin. S. cerevisiae, pHLuorin cytosolic pH fluorescence. response, % at 10 µM. hit rate 0.37% among 350,000; in the data active = response mostly above about 7.3%, no sharp cut-off; inactive = mostly below about 5.4%; note: actives read high; inactives centre near 0; some compounds called inactive have numbers as strong as hits; reference of the scale not given here
cardiac RTF act – increases calcium sensitivity of human cardiac regulated thin filaments | P19429+P45379 | IANBD-labeled TnC RTF fluorescence at EC20 calcium; 0% EC20 calcium, 100% full calcium | activation, % at 7.2 µM | hit rate 0.24% among 340,000;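 active = activation above the mean over all tested compounds plus 3 SD, cut at about 30% in these data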;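 note: rise in fluorescence read as greater calcium sensitivity of cardiac thin filaments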
Numbers without * were called inactive; i = inactive; · = no result given.

SMILES	LANA DNA inh	OPRM1-OPRD1 ag	HTR5A inv ag	Keap1-Nrf2 PPI	Cardiac RTF inh	CAL PDZ FP	OPRM1-OPRD1 inv	HTR5A ag ctr	V-ATPase pH	cardiac RTF act
CCc1cccc2c1NC(=O)[C@]21[C@@H]2C(=O)N(Cc3ccccc3)C(=O)[C@@H]2[C@@H]2CCCN21	0.0	1.5	5	2	-24	-3	-9	-2	3	-2
CC(NC(=O)c1ccc(F)cc1)C1CC2CCC1C2 (configuration not stated)	-1.2	-1.8	10	2	3	-19	11	4	7	-7
COc1cccc(CN2CC(C(=O)NCCn3cccn3)CCC2=O)c1 (configuration not stated)	1.5	-0.1	17	-7	-12	-2	1	3	1	2
N#CCCN(CCC#N)C(=O)COc1ccc(Cl)cc1Cl	-1.0	-3.9	5	-3	2	·	18	3	-1	2
CCOC(=O)/C(C#N)=C\c1ccc(N2CCN(C/C=C/c3ccccc3)CC2)cc1	0.7	4.7	9	-8	-70	-5	-29	0	1	76*
C#CCNC(=O)C1=C[C@@H](c2ccc(Br)cc2)C[C@@H](OCCCCO)O1	0.0	-1.2	-1	-1	4	-6	6	0	0	-1
COc1ccc(S(=O)(=O)Cc2ccc(C(=O)N3CCN(c4ccccc4F)CC3)o2)cc1	-0.4	-1.3	0	-2	-10	·	7	0	0	7
CCc1ccc(NC(=O)CCS(=O)(=O)c2ccc(Cl)cc2)cc1	0.2	1.0	12	-1	-8	-6	-4	-4	0	-5
O=C(COC(=O)c1ccco1)Nc1ccccc1	0.6	-1.6	-11	-4	-2	-4	9	4	-5	1
CNC(=S)N/N=C(\C)c1ccc(N2CCOCC2)cc1	0.2	-0.6	-7	-5	-1	-2	3	3	-9	0
S=c1sc(SCCOc2ccccc2)nn1-c1ccccc1	0.3	0.9	-11	-4	14	-3	-5	5	1	0
COc1ccc(CNCc2cc(Cl)ccc2O)cc1	-1.1	2.8	-27	-5	-2	5	-15	18	-2	2
O=C(CSc1nnc(-c2cccnc2)n1Cc1ccccc1)NCc1ccco1	1.7	-2.0	0	-11	-5	1	11	-1	0	0
COc1cc2nc(NC(=O)c3ccccc3)[nH]c(=O)c2cc1OC	0.8	-0.3	3	-3	-4	2	2	0	2	10
CCOC(=O)N1CCN(C(=O)C(C)n2nc(C)n3c(cc4sccc43)c2=O)CC1 (configuration not stated)	0.1	1.8	-6	3	4	-1	-11	2	1	-2
CC(C)Cn1cnc2c(SCc3ccccc3Cl)nc(N)nc21	-2.1	-3.1	9	3	3	-4	15	-2	-1	-1
COC(=O)c1ccc(Cl)c(NC(=O)CN2CCN(C)CC2)c1	0.3	-2.3	-25	5	-6	·	12	1	5	-1
CCCc1cc(CN(C)C(=O)CC2C(=O)NCCN2Cc2ccccc2C)[nH]n1 (configuration not stated)	-0.4	-3.9	23	1	-1	0	21	-3	1	6
COc1cc(C(=O)Nc2cccc(-c3nc4cc(C)ccc4o3)c2)cc(OC)c1OC	0.5	-0.4	-3	-9	-16	2	2	5	-2	0
CCOC(=O)c1cc2c(c(CSc3nc4ccccc4c(=O)n3Cc3ccco3)c1)OCOC2	-0.2	-1.2	-7	0	-9	-1	6	-1	10	6
Cc1cccc(NC(=O)c2ccc3ccccc3n2)c1C	-3.8	4.6	3	-3	-6	0	-26	-3	-6	-1
CCOc1ccccc1N1CCN(C(=O)c2cc(S(=O)(=O)N3CCCCC3)ccc2C)CC1	-0.8	-0.8	-5	-3	-11	-8	3	2	0	-1
O=C(CCC(=O)N1CCN(S(=O)(=O)c2ccccc2)CC1)c1ccc(Br)cc1	-0.2	-1.2	-9	0	2	·	6	3	-4	-1
O=C(c1ccc2ccccc2n1)N1CCN(c2ccccc2O)CC1	-1.1	-2.5	5	5	4	-1	12	-2	-4	2
CCOc1cc(/C=C2/SC(=S)N(CC3CCCO3)C2=O)ccc1O (configuration not stated)	-1.8	-4.6	31*	-5	-15	-3	21	-11	0	10
COc1ccc(NC(=O)CC2S/C(=N\c3nccs3)N(C)C2=O)cc1 (configuration not stated)	-1.0	-1.5	18	0	-6	-1	7	0	2	-6
N#CCC(=O)N1CCn2c1nc1ccccc12	0.9	·	·	-1	-3	·	·	·	-2	-3
COc1ccccc1NC(=O)c1cccc(S(=O)(=O)N2CCN(c3ccccc3)CC2)c1	0.2	-1.5	20	-1	-2	5	6	-8	-1	-5
CCC(O)(CC)C(=O)N/N=C/c1cc(Br)cc(Br)c1O	0.4	0.7	-8	-2	-10	-4	-3	3	0	0
N#Cc1cn(CC(=O)N2CCc3ccccc3C2)c2ccccc12	-0.2	-3.0	-33	-1	3	-2	17	3	-1	0
COC(=O)CCC(=O)N1CCCC(C(=O)c2cc(F)ccc2F)C1 (configuration not stated)	-1.4	-2.9	-10	0	-1	-9	15	4	2	0
O=C(Nc1ncccc1O)c1ccc(NS(=O)(=O)c2ccc3[nH]c(=O)[nH]c3c2)cc1	2.0	0.6	-15	6	-8	0	-4	3	1	-9
O=C(COc1ccccc1Cl)N1CCCCCCC1	0.6	-1.3	8	3	-10	4	6	1	3	0
COc1cc(SC#N)ccc1N=Cc1c(C)[nH]n(-c2ccc(C)cc2C)c1=O	1.1	-1.3	2	-4	2	-3	7	-1	2	0
COC(=O)c1ccc(C)c(NC(=O)c2c(-c3ccccc3)noc2C)c1	0.5	2.4	-7	-6	0	7	-14	-5	-7	0
COc1ccc(CN2C(=O)C(Cc3ccccc3)Nc3ncnc(N4CCOCC4)c32)cc1 (configuration not stated)	0.4	-4.1	7	-3	-1	-2	23	-3	7	6
COCO/C=C(\NC(C)=O)c1ccccc1	-0.4	-2.7	-21	0	-6	8	16	5	2	-2
CCc1ccc(C2C(C(C)=O)=C(C(=O)OC)Nc3nnnn32)cc1 (configuration not stated)	0.0	-1.1	-11	-9	-5	-7	6	0	0	-4
COc1ccc(N2CC(NC(=O)NCCC(C)C)CC2=O)cc1 (configuration not stated)	3.9	1.2	-13	4	5	0	-6	4	-2	3
Cc1ccc(NC(=O)CC2=NC(=O)C(CC(=O)Nc3ccccc3F)S2)cc1 (configuration not stated)	-1.5	-1.9	3	-6	-4	-2	10	0	0	4

Already shown: entries from further up.
SMILES	LANA DNA inh	OPRM1-OPRD1 ag	HTR5A inv ag	Keap1-Nrf2 PPI	Cardiac RTF inh	CAL PDZ FP	OPRM1-OPRD1 inv	HTR5A ag ctr	V-ATPase pH	cardiac RTF act
O=C(Nc1ncccc1O)c1ccc(NS(=O)(=O)c2ccc3[nH]c(=O)[nH]c3c2)cc1	2.0	0.6	-15	6	-8	0	-4	3	1	-9
O=C(COc1ccccc1Cl)N1CCCCCCC1	0.6	-1.3	8	3	-10	4	6	1	3	0
COc1cc(SC#N)ccc1N=Cc1c(C)[nH]n(-c2ccc(C)cc2C)c1=O	1.1	-1.3	2	-4	2	-3	7	-1	2	0
COC(=O)c1ccc(C)c(NC(=O)c2c(-c3ccccc3)noc2C)c1	0.5	2.4	-7	-6	0	7	-14	-5	-7	0
COc1ccc(CN2C(=O)C(Cc3ccccc3)Nc3ncnc(N4CCOCC4)c32)cc1 (configuration not stated)	0.4	-4.1	7	-3	-1	-2	23	-3	7	6
COCO/C=C(\NC(C)=O)c1ccccc1	-0.4	-2.7	-21	0	-6	8	16	5	2	-2
CCc1ccc(C2C(C(C)=O)=C(C(=O)OC)Nc3nnnn32)cc1 (configuration not stated)	0.0	-1.1	-11	-9	-5	-7	6	0	0	-4
COc1ccc(N2CC(NC(=O)NCCC(C)C)CC2=O)cc1 (configuration not stated)	3.9	1.2	-13	4	5	0	-6	4	-2	3
Cc1ccc(NC(=O)CC2=NC(=O)C(CC(=O)Nc3ccccc3F)S2)cc1 (configuration not stated)	-1.5	-1.9	3	-6	-4	-2	10	0	0	4

New compounds follow:
SMILES	LANA DNA inh	OPRM1-OPRD1 ag	HTR5A inv ag	Keap1-Nrf2 PPI	Cardiac RTF inh	CAL PDZ FP	OPRM1-OPRD1 inv	HTR5A ag ctr	V-ATPase pH	cardiac RTF act
CC(=O)Nc1ccc(NC(=O)c2ccc([N+](=O)[O-])cc2Cl)cc1	-1.0	5.8	-10	-3	-13	6	-42	4	-2	-5
O=C(Oc1ccc(Br)cc1)c1cccc(S(=O)(=O)N2CCOCC2)c1	1.3	1.2	-16	-8	-3	-2	-9	3	-6	-1
Cc1ccc(OCC(=O)N/N=C/c2cc([N+](=O)[O-])ccc2N2CCCCC2)cc1	-0.2	0.1	2	1	1	-2	-1	-2	1	-11
Fc1c(F)c(F)c(CSc2nc3ccccc3[nH]2)c(F)c1F	-0.8	-1.2	-7	-4	-6	-5	7	3	-3	-4
Cc1ccc2nc(N(CCCN(C)C)C(=O)c3ccc(S(=O)(=O)N4CCc5ccccc5C4)cc3)sc2c1	-0.3	130*	-19	-10	-7	-1	i	5	1	5
COc1ccccc1/C=C/CN1CCSCC1	2.6	-2.3	-10	1	-5	-7	11	3	2	12
Cc1ccc(SCCN2C(=O)NC(C)(C)C2=O)cc1	2.3	-2.2	4	-1	-1	·	12	-2	0	3
COc1ccc(Cl)cc1NC(=O)c1nc2nc(C)cc(C(F)F)n2n1	0.8	-1.1	-36	0	-6	-6	6	12	-2	2
O=C(NCCC(c1ccccc1)c1ccccc1)c1cnccn1	-1.6	-0.9	-9	-5	7	-3	5	3	-1	5
COCCN(Cc1ccco1)C(=O)Cn1ncc2c(=O)oc3ccccc3c21	-0.6	-1.8	1	-3	-17	2	9	-11	-1	-1
CC(=O)c1sc(NC(=O)c2cccs2)nc1C	-0.1	-2.0	11	0	-11	-1	9	-3	-1	15
COc1cc(N=Nc2ccc(C)cc2S(N)(=O)=O)c(C)cc1N	-2.3	-2.3	-35	4	9	·	12	9.8*	2	-7
Cc1oc(-c2ccc(Cl)cc2)nc1CN1CCC(C(=O)NCCCN2CCCC2=O)CC1	-0.5	-0.3	3	-1	-7	·	1	-1	0	0
COc1ccc(CNc2cc(NCCCO)c([N+](=O)[O-])c3nonc23)cc1	-1.6	-2.1	-2	-2	5	-4	10	-2	2	4
CCCCC1(C)OC(=O)C(=Cc2ccc(N(CC)CC)cc2)C(=O)O1 (configuration not stated)	1.2	-2.1	-7	-9	-6	-2	12	-1	1	5
Cn1cccc1/C=N/NC(=O)C12CC3CC(CC(C3)C1)C2	-1.1	1.9	-3	-1	5	-2	-10	-5	-2	-6
NC(=O)c1ccc[n+](CC(=O)c2ccc(Cl)c(Cl)c2)c1	-0.7	-1.6	11	0	-8	1	7	-3	3	0
Cc1ccccc1NC(=O)c1ccccc1	-2.3	-2.2	-14	0	-5	-2	13	3	2	3
COC(=O)c1ccc(NC(=O)CCc2nnc3ccc(N4CCC5(CC4)OCCO5)nn23)cc1	0.1	-2.0	21	-1	-7	-6	11	3	1	2
